# HIF act = HIF pathway transcriptional activation; U2OS HRE-luciferase reporter, luminescence; normalized: DMSO 0%, desferrioxamine 100%; activation, % at 7.5 µM (by protocol); 0.32% of 300,000 active;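 active means mean activation of at least 10% of the iron chelator positive control signal, with at least half of replicates also reaching 10%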
# SKKanGAS inh = inhibitors of SKKanGAS S. pyogenes growth in kanamycin (SK-promoter or general growth effect); BacTiter-Glo, 6 h; inhibition, % at 7.5 µM; 1.3% of 300,000 active;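 active means mean replicate score, as percent of positive control median, at least 50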;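 further: strain carries kanamycin resistance gene driven by streptokinase promoter and grows in 40 µg/ml kanamycin; loss of luminescence reflects streptokinase promoter inhibition or plain growth inhibition; 0% = median of DMSO wells and 100% = positive control at its reference dose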
# RGS4 pot = potentiators or activators of RGS4. HEK293 M3R/inducible RGS4, carbachol calcium flux Fluo4; stronger effect = lower value. B-score at 10 µM. 0.92% of 310,000 active;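 active means B-score of the integrated calcium signal more than 4 SD below the library mean, with starting fluorescence not abnormally high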;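 further: negative B-score means reduced calcium response which marks RGS4 activation or potentiation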
#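 Test system: HEK293 cells with stable M3R and inducible RGS4; also added: carbachol at ECmax as muscarinic agonist stimulus; schedule: dye loading 30 min 37 °C, buffer rest 30 min RT; technique: kinetic calcium fluorescence imaging with Fluo4-AM dye, 2 µM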
# MrgX1 agonist = activates human MrgX1 receptor signaling. MrgX1-HEK293 cells, Fluo-4 calcium fluorescence, agonist mode; stronger effect = higher value. 0.44% of 310,000 active. B-score at 10 µM;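 active means calcium response B-score plate-corrected fluorescence ratio at least 3 library SD, with starting fluorescence B-score inside 5 SD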
#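 Material: MrgX1-expressing HEK293 cells / Dosing: compound as first of three additions / Incubation: overnight seeding, then 1 h dark dye loading / Signal: Fluo-4 NW calcium fluorescence / Evaluation: B-scored fluorescence response ratio / Benchmarks: positive and negative control wells on each plate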
# TRPC6 activator = activators of mouse TRPC6 channel; Q61143; HEK293-TRPC6 membrane potential dye fluorescence; stronger effect = higher value; B-score at 10 µM; 0.13% of 310,000 active;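 active means B-score of the integrated fluorescence ratio above library mean plus 3 SD, and starting fluorescence ratio within library mean plus 5 SD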;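 further: higher score means more depolarization so channel activation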
# MrgX1 antagonist = blocks BAM8-22 activation of human MrgX1 receptor; AID 588676; MRGX1-HEK293 calcium flux, Fluo-4, BAM8-22 antagonism; stronger effect = lower value; 1.3% of 310,000 active; B-score at 10 µM;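 active means calcium-response B-score plate-corrected more than 3 library SD below zero, starting fluorescence within 5 deviations, no agonist response on first addition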;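 further: peak minus trough fluorescence over baseline after final BAM8-22 challenge near maximal dose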
# Platelet DG rel = modulates dense granule release in human platelets; human platelet-rich plasma, SFLLRN dense granule ATP release, luminescence; inhibition, %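 (compounds screened at 7.5 µM in platelet-rich plasma)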; 0.22% of 300,000 active;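 active means mean replicate score, as percent of positive control, at or above 50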
# TRPC6 inh = mouse TRPC6 channel inhibition; AID 2553; B-score at 10 µM; HEK293-TRPC6, membrane potential dye, ACh-evoked depolarization; stronger effect = lower value; 1.1% of 310,000 active; Q61143;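 active means B-score under library mean minus 3 SD, initial fluorescence not abnormally high, positive integrated signal ratio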;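 further: B-score derived from integrated fluorescence ratio over the kinetic read; more negative B-score means stronger inhibition of depolarization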
# TRPC4 inh = inhibitors of mouse TRPC4 channel | Q9QUQ5 | AID 2247 | HEK293 TRPC4beta/mu-opioid, DAMGO-evoked Fluo4 calcium flux; stronger effect = lower value | 0.39% of 300,000 active | B-score at 10 µM;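 active means B-score over 3 SD under the library average, no early fluorescence shift, positive overall ratio signal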
# Target sequence (Q9QUQ5 whole entry, looked up): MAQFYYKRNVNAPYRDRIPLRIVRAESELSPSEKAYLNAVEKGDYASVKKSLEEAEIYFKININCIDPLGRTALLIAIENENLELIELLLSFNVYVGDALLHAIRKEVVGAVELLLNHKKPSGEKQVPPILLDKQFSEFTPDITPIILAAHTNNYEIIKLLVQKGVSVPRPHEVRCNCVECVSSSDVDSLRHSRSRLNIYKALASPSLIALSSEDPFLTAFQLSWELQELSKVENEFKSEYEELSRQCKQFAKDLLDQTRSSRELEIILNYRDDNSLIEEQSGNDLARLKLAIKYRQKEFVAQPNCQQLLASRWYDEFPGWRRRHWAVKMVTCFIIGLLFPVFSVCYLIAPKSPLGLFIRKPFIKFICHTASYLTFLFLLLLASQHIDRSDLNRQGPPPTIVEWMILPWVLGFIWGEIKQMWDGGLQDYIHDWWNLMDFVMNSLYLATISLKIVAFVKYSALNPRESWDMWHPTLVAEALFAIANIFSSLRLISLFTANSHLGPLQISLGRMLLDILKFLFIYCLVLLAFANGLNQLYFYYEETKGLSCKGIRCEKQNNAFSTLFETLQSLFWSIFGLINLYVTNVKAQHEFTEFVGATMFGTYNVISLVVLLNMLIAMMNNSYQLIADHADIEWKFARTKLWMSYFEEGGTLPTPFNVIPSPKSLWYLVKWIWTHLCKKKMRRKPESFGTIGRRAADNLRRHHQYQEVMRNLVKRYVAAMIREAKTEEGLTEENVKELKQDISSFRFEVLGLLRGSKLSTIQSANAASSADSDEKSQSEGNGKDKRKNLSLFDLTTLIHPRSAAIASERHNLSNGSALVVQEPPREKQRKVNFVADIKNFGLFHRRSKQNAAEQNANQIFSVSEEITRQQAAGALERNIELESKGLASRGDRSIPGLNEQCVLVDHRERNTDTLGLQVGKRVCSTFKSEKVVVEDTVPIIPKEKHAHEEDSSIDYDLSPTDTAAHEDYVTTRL
#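 Assay system: HEK293 cells with stable TRPC4beta plus mu-opioid receptor expression. Dosing: single dose. Measured by: Fluo4 Ca2+ flux fluorescence. Also added: DAMGO in two steps, submaximal then maximal. Read-out: B score from integrated Fluo4 fluorescence ratio.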
# MrgX1 allo act = human MrgX1 positive allosteric modulation, primary screen. Q96LB2. MrgX1-HEK293, Fluo-4 calcium flux, FDSS; stronger effect = higher value. B-score at 10 µM. 0.63% of 310,000 active. AID 588675;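 active means plate-corrected calcium response at least 3 library SD above typical, normal starting fluorescence, not activating the receptor alone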;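 further: compound read alongside a low EC10 to EC30 dose of BAM8-22 agonist; peak minus trough fluorescence over baseline measured at the second addition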
# RGS4 block = inhibitors of human RGS4; B-score at 10 µM; P49798; 0.45% of 310,000 active; HEK293 M3R/RGS4 inducible, Fluo-4 calcium flux; stronger effect = higher value; triggered by carbachol at its EC20;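 active means B-score, a plate-corrected calcium signal, over three deviations above library mean, with baseline fluorescence within five deviations of library mean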;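 further: RGS4 expression induced by doxycycline in cells with stable M3 receptor; B-score is computed from the integrated fluorescence ratio over baseline after carbachol; higher B-score means a larger calcium signal and so more RGS4 inhibition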
# Active calls of the source: *; i = inactive; nt = no result given. Compounds as they come; overall some 6.1% were active at least once.
SMILES,HIF act,SKKanGAS inh,RGS4 pot,MrgX1 agonist,TRPC6 activator,MrgX1 antagonist,Platelet DG rel,TRPC6 inh,TRPC4 inh,MrgX1 allo act,RGS4 block
Cc1cccc(Nc2ccccc2C(=O)NCc2ccco2)c1C,2.8,-0.1,i,i,i,i,-1.2,i,i,i,i
CCCCN1CC(=O)N2[C@H](c3ccc(OC)cc3)[C@@H]3C(=O)N(CC)C(=O)[C@@H]3[C@]2(C)C1=O,-0.2,-1.7,i,i,i,i,-1.2,i,i,i,i
CCn1c(Cc2ccc(OC)cc2)nnc1SCc1nc2ccccc2c(=O)[nH]1,-0.4,-3.4,i,i,i,i,10.7,i,i,i,i
CC1(C)CC(O)C(CCC(O)c2ccccc2)C(C)(C)N1 (centres undefined),-0.2,-4.4,i,i,i,i,-0.1,i,i,i,i
CCCNS(=O)(=O)c1ccc2c(c1)CCCN2C(C)=O,-13.1,-4.4,i,i,i,i,0.6,i,i,i,i
COc1ccc(NC(=O)c2cccc(Cl)c2)c[n+]1[O-],0.4,2.6,i,i,i,i,10.8,i,i,i,i
COc1nc(C)ccc1-c1noc(-c2cccnc2)n1,0.8,0.5,i,i,i,i,-1.1,i,i,i,i
Cn1nc(-c2ccccc2)c2nc3ccccc3nc21,0.7,6.6,i,i,i,i,-1.8,i,i,i,i
C=CCOC(=O)COc1ccc2c(C)c(CC)c(=O)oc2c1,-0.5,-7.7,i,i,i,i,-2.7,i,i,i,i
C=CCOn1c(=O)c(=O)n(OCc2ccccc2)c2ccccc21,0.1,-9.3,i,i,i,i,-12.3,i,i,i,i
O=C(NC1CCCC1)C(c1ccsc1)N(C(=O)Cc1cccs1)c1ccccc1 (centres undefined),-0.2,-7.0,i,i,i,i,-7.4,i,i,i,i
COc1cc(-c2nc(N)n[nH]2)cc(OC)c1OC,0.1,-3.5,i,i,i,i,4.4,i,i,i,i
CCNC(=O)CC1C(=O)N(c2ccccc2)C(=O)N1CCc1ccc(OC)c(OC)c1 (centres undefined),-0.1,-2.3,i,i,i,i,1.5,i,i,i,i
C=CCSc1nc2c(C(=O)OCC)nnn2c2ccccc12,1.1,6.4,i,i,i,i,-0.2,i,i,i,i
Cc1ccc(N2CCN(C(=S)c3ccc(-c4ccccc4[N+](=O)[O-])o3)CC2)cc1,0.9,-3.8,i,i,i,i,-9.3,i,i,i,i
Cc1cnc(C(=O)Nc2ccc(N3CCOCC3)cc2)cn1,0.9,1.1,i,i,i,i,-0.9,i,i,i,i
CCCOc1ccc(Cn2c(=O)oc3ccc(C)cc32)cc1,2.9,-12.1,i,i,i,i,6.3,i,i,i,i
Cc1cc2n(n1)SC(Nc1ccc(F)cc1)N2 (centres undefined),1.1,-4.5,i,i,i,i,-2.6,i,i,i,i
COc1ccc2ccccc2c1CN1CCN(Cc2ccccc2)CC1,-0.1,-1.4,i,i,i,i,5.3,i,i,i,i
O=C(N/N=C/C=C/c1cccc([N+](=O)[O-])c1)C(O)c1ccccc1 (centres undefined),0.6,1.1,i,i,i,i,-2.4,i,i,i,i
COc1ccccc1NC(=O)c1cc(=O)[nH]c2ccccc12,-15.4,1.4,i,i,i,i,-6.8,i,i,i,i
CCN(CC)CCCN1C(=O)C(O)=C(C(=O)c2ccco2)C1c1ccc(C)o1 (centres undefined),0.7,-4.2,i,i,i,i,3.2,i,i,i,i
Clc1ccc(CN2C3=NCCN3c3ccccc32)cc1Cl,-6.6,-10.2,i,i,i,i,-3.7,i,-6*,i,i
CCC(C)Sc1ccc([C@@H]2[C@@H]3C(=O)N(C)C(=O)[C@@H]3[C@]3(C(=O)OC)CCCCN23)cc1 (some centres undefined),0.4,9.1,i,i,i,i,3.1,i,i,i,i
N#CC(c1ccccc1)c1ccc(C(=O)c2ccc(F)cc2)cc1 (centres undefined),-0.4,9.8,i,i,i,i,-2.6,i,i,i,i
SMILES,HIF act,SKKanGAS inh,RGS4 pot,MrgX1 agonist,TRPC6 activator,MrgX1 antagonist,Platelet DG rel,TRPC6 inh,TRPC4 inh,MrgX1 allo act,RGS4 block
CCN1CCN(c2ncnc3scc(-c4ccc(C)c(C)c4)c23)CC1,0.8,-8.1,-9.16*,i,i,i,-2.7,i,i,i,i
CS(=O)(=O)N(CC(=O)Nc1ccc(S(=O)(=O)N2CCOCC2)cc1)c1cccc(F)c1,-1.3,-3.6,i,i,i,i,31.4,i,i,i,i
CCc1ccc(NC(=S)NC2CC3CCC(C2)N3Cc2ccco2)cc1 (centres undefined),-0.2,-3.6,i,i,i,i,-3.0,i,i,i,i
CCOc1ccc(CCNC(=O)CN2C(=O)NC(CCSC)C2=O)cc1OCC (centres undefined),-1.4,1.1,i,i,i,i,12.7,i,i,i,i
OC(COc1ccccc1)CN1CCC(Cc2ccccc2)CC1 (centres undefined),-0.5,2.9,i,i,i,i,-2.4,i,i,i,i
CCOC(=O)c1ccc(NC(=O)CCOc2ccc(C)cc2)cc1,-0.4,-3.1,i,i,i,i,5.3,i,i,i,i
CCOC(=O)N1CCN(C(=O)Nc2ccc3nc(C)c(C)nc3c2)CC1,0.6,8.6,i,i,i,i,-0.9,i,i,i,i
COC(=O)c1ccc2nc(C(F)(F)F)[nH]c2c1,0.1,-2.0,i,i,i,i,0.4,i,i,i,i
CC1=C(C)CC(C(=O)N2CCN(Cc3ccc4c(c3)OCO4)CC2)C(C(=O)O)C1 (centres undefined),-0.3,5.2,i,i,i,i,-3.0,i,i,i,i
COc1ccc(OC)c(/C=N/NC(=O)CNC(=O)c2ccc(S(=O)(=O)N3CCOCC3)cc2)c1,-0.4,1.2,i,i,i,i,4.8,i,i,i,i
CC(=O)c1nnn(-c2nc(N)nc(N(c3ccccc3)c3ccccc3)n2)c1C,0.2,-4.5,i,i,i,i,-4.4,i,i,13.4*,i
CCOC(=O)C1=C(C)Nc2nc3ccccc3n2C1c1ccccc1 (centres undefined),-0.4,8.5,i,i,i,i,3.3,i,i,i,i
CCCCNC(=O)COC(=O)c1ccccc1F,0.1,-14.9,i,i,i,i,-5.7,i,i,i,i
COc1ccc(-c2cnc3ncnn3c2N)cc1,-0.1,-1.8,i,i,i,i,-2.0,i,i,i,i
CC/C(O)=C1\C(=O)CCCC1=NCCc1c(C)[nH]c2ccc(C)cc12,-0.2,2.0,i,i,i,i,2.7,i,i,i,i
C#CCn1c(=O)c2c(ncn2C)n(C)c1=O,0.3,-1.0,i,i,i,i,-5.1,i,i,i,i
COc1ccc(NC(=O)NCCCCc2ccccc2)cc1,nt,nt,i,i,i,i,nt,i,i,i,i
Cc1cc(Br)ccc1OCCNCc1ccccc1,-0.1,11.4,i,i,i,i,7.2,i,i,i,i
O=C(Cc1csc(N2CCOCC2)n1)N/N=C/c1ccc(F)cc1,-0.6,-13.2,i,i,i,i,6.7,i,i,i,i
Cc1cc(C)nc(Nc2nc(C)c3cc4c(cc3n2)OCO4)n1,-0.1,0.2,i,i,i,i,-5.1,-6.81*,i,i,i
CCOc1ccc(C(=O)Nc2cc(=O)n(C)c(=O)n2C)cc1,-0.1,0.7,i,i,i,i,4.7,i,i,i,i
N#Cc1nc(COc2ccc(F)cc2)oc1N1CCCC1,0.5,4.2,i,i,i,i,-3.9,i,i,i,i
COC(=O)c1cn(NC(=O)c2ccc(OC)c(OC)c2)c(=O)c2ccccc12,0.5,4.0,i,i,i,i,7.9,i,i,i,i
CC(C)(C)CC(=O)Nc1nnc(SCC(=O)NC2CCCC2)s1,-0.5,-1.9,i,i,i,i,-1.5,i,i,i,i
Nc1nc(Nc2ccccc2F)nc(NCc2ccccc2)c1[N+](=O)[O-],-0.4,6.6,i,i,i,i,-3.1,i,i,i,i
SMILES,HIF act,SKKanGAS inh,RGS4 pot,MrgX1 agonist,TRPC6 activator,MrgX1 antagonist,Platelet DG rel,TRPC6 inh,TRPC4 inh,MrgX1 allo act,RGS4 block
Cc1nc2sccn2c(=O)c1S(=O)(=O)NCC1CCN(Cc2ccccc2Cl)CC1,-0.5,-1.8,i,i,i,i,-3.1,i,i,i,i
CC1CC(=O)N(C)c2ccc([N+](=O)[O-])cc2N1 (centres undefined),0.3,-3.6,i,i,i,i,-16.7,i,i,i,i
Cc1ccc(C(=O)NN(CCC#N)C2=NS(=O)(=O)c3ccccc32)cc1,-0.1,-18.9,i,i,i,i,0.6,i,i,i,i
CC(=O)NC1(c2ccccc2)CCN(CC(=O)N2CCC(C)CC2)CC1,0.0,2.0,i,i,i,i,-4.0,i,i,i,i
Cc1cc(S(=O)(=O)NCC2CC2)c(Cl)cc1Cl,1.5,4.9,i,i,i,i,9.2,i,i,i,i
Cc1ccc(S(=O)(=O)N2CCC(=O)N(C(COC(=O)Nc3ccccc3)Cc3ccccc3)CC2)cc1 (centres undefined),1.1,13.9,i,i,i,i,1.4,i,i,i,i
CN(C)C(=O)c1cc(C(=O)c2ccc(F)cc2C(F)(F)F)c[nH]1,-1.6,-4.1,i,i,i,i,0.1,i,i,i,i
Cn1cc(-c2nnnn2-c2ccc(Cl)cc2)c(=O)c2ccccc21,-0.5,0.1,i,i,i,i,-4.2,i,i,i,i
O=[N+]([O-])c1cc([N+](=O)[O-])c2nonc2c1Nc1ccc(O)cc1,-1.0,-3.7,i,i,i,i,-13.7,i,i,i,i
Cc1cccc(NC(=O)CSc2nc3ccccc3nc2N2CCCC2)c1,0.0,3.0,i,i,i,i,20.3,i,i,i,i
COc1ccc(CN2CCC(Oc3ccc(C(=O)NCc4ccccn4)cc3)CC2)c(F)c1,-0.2,3.3,i,i,i,i,-3.5,i,i,i,i
COc1cc2c(cc1OC)C(C(=O)N1CCN(c3ccccn3)CC1)C(c1cccs1)N(C)C2=O (centres undefined),-0.3,6.2,i,i,i,i,0.6,i,i,i,i
CC(C)[C@H](N)c1nnc(SC/C=C/c2ccccc2)o1,-0.1,7.7,i,i,i,i,-5.9,i,i,i,i
C=CC1C(N2CCOCC2)C(C)(C)S1(=O)=O (centres undefined),-0.1,-3.2,i,i,i,i,5.0,i,i,i,i

# Reformatted: results already given.
Compound | HIF act | SKKanGAS inh | RGS4 pot | MrgX1 agonist | TRPC6 activator | MrgX1 antagonist | Platelet DG rel | TRPC6 inh | TRPC4 inh | MrgX1 allo act | RGS4 block
Cc1nc2sccn2c(=O)c1S(=O)(=O)NCC1CCN(Cc2ccccc2Cl)CC1 | -0.5 | -1.8 | i | i | i | i | -3.1 | i | i | i | i
CC1CC(=O)N(C)c2ccc([N+](=O)[O-])cc2N1 (centres undefined) | 0.3 | -3.6 | i | i | i | i | -16.7 | i | i | i | i
